Assay outcomes (PubChem BioAssay)
pPAFAH FP inh – inhibitors of human plasma PAF acetylhydrolase (pPAFAH). Q13093. recombinant pPAFAH, FP-rhodamine probe fluorescence polarization. inhibition, % at 3.39 µM. 330,000 tested, 1.5% active;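 active = inhibition above the mean inhibition across the screen plus 3 SD, cut at about 25% in these data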;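 also: inhibitors block binding of the rhodamine activity-based probe so polarization drops; 0% = enzyme with DMSO and 100% = wells lacking pPAFAH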
Target sequence (Q13093 whole entry, looked up): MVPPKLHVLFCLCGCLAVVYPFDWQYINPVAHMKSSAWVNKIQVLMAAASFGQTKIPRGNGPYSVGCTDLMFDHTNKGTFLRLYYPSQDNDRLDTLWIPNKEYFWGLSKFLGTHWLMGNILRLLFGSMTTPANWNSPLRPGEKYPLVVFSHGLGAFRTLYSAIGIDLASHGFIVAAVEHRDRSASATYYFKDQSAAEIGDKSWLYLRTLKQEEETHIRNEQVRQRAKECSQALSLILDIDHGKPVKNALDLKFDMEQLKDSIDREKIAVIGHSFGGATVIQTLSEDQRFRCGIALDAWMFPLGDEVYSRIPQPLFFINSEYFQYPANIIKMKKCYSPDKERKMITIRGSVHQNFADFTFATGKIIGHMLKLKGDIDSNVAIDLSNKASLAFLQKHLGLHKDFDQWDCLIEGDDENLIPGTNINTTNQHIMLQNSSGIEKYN
GSTO1 inh – counter-screen for RBBP9 inhibitors: inhibitors of human GSTO1 | P78417 | recombinant GSTO1, activity-based probe fluorescence polarization | inhibition, % at 5.96 µM | 300,000 tested, 1.1% active;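 active = inhibition above the campaign mean inhibition plus 3 SD, cut at about 35% in these data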;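 also: 0% = GSTO1-1 with DMSO and 100% = wells lacking GSTO1-1 enzyme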
Target sequence (P78417 whole entry, looked up): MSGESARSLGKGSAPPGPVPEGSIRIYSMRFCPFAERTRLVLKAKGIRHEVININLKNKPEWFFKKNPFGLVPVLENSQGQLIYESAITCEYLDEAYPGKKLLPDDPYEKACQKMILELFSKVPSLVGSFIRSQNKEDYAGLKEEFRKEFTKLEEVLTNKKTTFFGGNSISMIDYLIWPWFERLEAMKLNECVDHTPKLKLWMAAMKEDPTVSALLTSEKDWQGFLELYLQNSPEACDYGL
LYPLA2 inh – LYPLA2 (human) inhibition in PME1 counter-screen; O95372; recombinant LYPLA2, FP-Rh probe fluorescence polarization; inhibition, % at 5.9 µM; 320,000 tested, 0.38% active;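 active = inhibition above the screen-wide mean plus 3 SD, limit set per campaign, cut at about 26% in these data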;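 also: 0% = LYPLA2 with DMSO and 100% = wells lacking LYPLA2 enzyme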
PAD4 inh – inhibitors of human PAD4 | Q9UM07 | inhibition, % at 6.36 µM | AID 485272 | 330,000 tested, 0.41% active | recombinant PAD4, RCA probe fluorescence polarization;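 active = percent inhibition above a cutoff equal to the mean of all tested compounds plus 3 SD, cut at about 15% in these data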;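 also: 0% = PAD4 with RCA probe and DMSO and 100% = probe without PAD4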
PAFAH1B2 FP inh – blocks human PAF acetylhydrolase 1b catalytic subunit 2 | P68402 | recombinant PAFAH1B2, FP-rhodamine activity probe, fluorescence polarization | inhibition, % at 3.39 µM | 340,000 tested, 1.2% active | AID 492953;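 active = inhibition above the mean of all tested compounds plus 3 SD, cut at about 24% in these data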;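 also: 0% = enzyme with DMSO and 100% = wells lacking PAFAH1B2; many of its hits are not listed in these tables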
PAFAH1B3 inh – blocks human PAF acetylhydrolase 1B catalytic subunit 3; Q15102; recombinant PAFAH1B3, FP-rhodamine probe, fluorescence polarization; inhibition, % at 3.39 µM; 340,000 tested, 0.28% active; AID 492972;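 active = inhibition above the screen-wide average of all tested compounds plus 3 SD, cut at about 25% in these data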;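 also: 0% = enzyme with DMSO only and 100% = wells lacking PAFAH1B3 protein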
Target sequence (Q15102 whole entry, looked up): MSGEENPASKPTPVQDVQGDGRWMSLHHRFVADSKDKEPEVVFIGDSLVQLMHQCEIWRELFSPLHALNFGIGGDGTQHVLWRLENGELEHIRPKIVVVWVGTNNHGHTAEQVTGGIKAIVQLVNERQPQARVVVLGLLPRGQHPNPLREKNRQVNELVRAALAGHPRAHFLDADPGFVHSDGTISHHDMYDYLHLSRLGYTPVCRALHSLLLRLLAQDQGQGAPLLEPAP
PAFAH2 FP inh – inhibitors of human PAFAH2; Q99487; inhibition, % at 3.39 µM; recombinant PAFAH2, FP-rhodamine activity probe, fluorescence polarization; 340,000 tested, 0.99% active;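 active = inhibition above the mean over all tested compounds plus 3 SD, cut at about 30% in these data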;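 also: inhibitors block probe labeling of enzyme so polarization drops; 0% = enzyme with DMSO and 100% = wells lacking PAFAH2 protein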
LYPLA1 inh – LYPLA1 (human) inhibition in PME1 counter-screen | recombinant LYPLA1, FP-Rh probe fluorescence polarization | AID 2174 | inhibition, % at 5.9 µM | 320,000 tested, 0.16% active | O75608;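 active = inhibition above the mean of all tested compounds plus 3 SD, set per campaign, cut at about 14% in these data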;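 also: inhibitors block serine hydrolase probe labeling of LYPLA1 so polarization falls; 0% = enzyme with DMSO and 100% = wells lacking LYPLA1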
PREPL inh – human PREPL enzyme inhibition | Q4J6C6 | recombinant PREPL, fluorescence polarization activity-based probe | inhibition, % at 5.96 µM | 320,000 tested, 0.68% active; in the data active = inhibition above about 43%;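 also: 0% = enzyme with DMSO and 100% = wells lacking enzyme; many of its hits are not listed in these tables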
An asterisk follows results filed as active; · = not tested or not shown.

SMILES	pPAFAH FP inh	GSTO1 inh	LYPLA2 inh	PAD4 inh	PAFAH1B2 FP inh	PAFAH1B3 inh	PAFAH2 FP inh	LYPLA1 inh	PREPL inh
CC[C@@H](C)[C@@H]1CN([C@@H](CN2CCC[C@H]2CN2C(N)=NC[C@H]2C(C)C)C(C)C)C(=N)N1CCCC1CCCC1	0	·	·	3	2	5	0	·	54*
Cc1cc([N+](=O)[O-])cnc1Sc1nccn1C	-3	6	2	0	-2	6	6	1	2
Cc1nnc(SCC(=O)NNC(=O)c2ccc(F)cc2)n1Cc1ccccc1	1	·	·	3	0	4	-1	·	1
Cc1nnc(SCC(=O)NCCN2C(=O)CSC2=O)s1	1	10	10	-2	5	2	-6	3	19
Cc1cc(C)nc(N/N=C/c2c(CO)cnc(C)c2O)n1	5	10	2	-1	4	7	6	1	4
CC(=O)c1ccc(OCCCCOc2ccc(C(C)=O)cc2)cc1	-4	-3	5	-1	-1	15	-3	-2	-12
O=C(COc1ccccc1F)N1CCCc2ccccc21	1	2	0	-5	13	17	7	0	0
Cc1cccc(OCC(=O)N2CCCc3ccccc32)c1	-2	3	7	3	-2	8	-1	0	-4
O=C(Nc1cccc2c1CCCC2)c1cc([N+](=O)[O-])ccc1Cl	2	2	-1	-3	0	-6	-5	4	3
CC(C)(C)C(=O)C(Oc1cccc2nonc12)n1cncn1 (centres undefined)	-3	5	2	-6	3	-7	-2	2	7
CC1=C(C(N)=O)C(c2ccc(Cl)c(Cl)c2)n2ncnc2N1 (centres undefined)	4	7	-1	-2	2	5	-3	-1	2
O=C(c1cccs1)N(Cc1cc2ccccc2[nH]c1=O)CC1CCCO1 (centres undefined)	2	-4	-3	1	5	2	-6	-1	-13
Cc1cc2c(nn1)CCc1nonc1-2	6	1	2	1	1	10	6	0	6
CCOC(=O)N1CCC(NC(=O)Cn2cccc2C(=O)c2ccccc2C)CC1	4	10	-12	-1	-2	0	-2	-5	1
Cc1ccc(NC(=O)CCc2c(C)nn(-c3ccc(N4CCCCC4)nn3)c2C)cc1	1	6	2	4	2	7	1	1	16
CC(C)(CNC(=O)c1cc2ccccc2o1)N1CCOCC1	1	15	9	-4	0	7	0	0	-6
CC(C)c1ccc(S(=O)(=O)N2CCN(CC(=O)c3ccc(O)c(O)c3)CC2)cc1	20	21	5	1	6	7	17	0	18
Cn1c(CCC(N)=O)nnc1SCC(=O)Nc1ccccc1C(=O)NC1CC1	0	·	1	2	-4	-4	2	1	-3
O=C(Nc1ccc2nc3n(c(=O)c2c1)CCCCC3)c1ccccn1	7	-1	0	3	5	6	10	1	3
O=C(NCc1cccc(F)c1)C1CCC(=O)N(C2CC2)C1 (centres undefined)	5	-1	2	5	2	3	-4	2	7
CCOc1ccccc1Nc1nc(N)nc(CN(C)C2CCCCC2)n1	4	1	-3	1	2	6	-5	-1	-4
O=C(c1ccc(C(=O)N2CCN(c3ccccc3F)CC2)nc1)N1CCN(c2ccccc2F)CC1	3	7	3	-2	7	8	-6	2	1
O=C(CS(=O)(=O)Cc1ccccc1)NCc1ccc2c(c1)OCO2	8	3	5	3	3	2	2	2	-14
Cc1ccc(C(=O)Oc2cccnc2)cc1[N+](=O)[O-]	2	1	4	7	8	-5	8	1	-3
O=C(c1ccc(S(=O)(=O)Nc2cccc(C(F)(F)F)c2)cc1)N1CCC1	5	-1	-5	-1	4	0	7	3	-3
SMILES	pPAFAH FP inh	GSTO1 inh	LYPLA2 inh	PAD4 inh	PAFAH1B2 FP inh	PAFAH1B3 inh	PAFAH2 FP inh	LYPLA1 inh	PREPL inh
CCOc1cc(N2CCOCC2)c(OCC)cc1NC(=O)COc1cccc(Cl)c1	4	-9	7	3	6	0	4	2	14
CCOc1ccc(NC(=O)CSc2nnc(C)n2Cc2ccccc2)cc1	-14	-13	2	-10	5	-3	-6	1	5
Cc1ccc(S(=O)(=O)NCCC(=O)N(C)Cc2cccs2)cc1	-3	·	3	2	7	5	8	1	4
CC(C)Oc1ccc(C(=O)NC(=S)Nc2ccc(Cl)c(C(=O)O)c2)cc1	5	6	5	-3	0	3	4	1	-7
O=C(CCc1ccccc1)NNC(=O)Nc1ccccc1	-1	-5	1	1	8	9	1	-1	0
C=C(C(=O)O)C(CCCCCC)C(=O)O (centres undefined)	10	8	1	2	4	-1	7	3	8
Cc1ccc(NC(C)C(=O)N/N=C/c2c[nH]c3ccccc23)cc1 (centres undefined)	12	4	10	0	0	12	1	1	17
O=C(CN(C(=O)CCC(=O)Nc1nccs1)c1ccccc1F)NCc1ccc(F)cc1	3	0	4	-3	1	2	10	-3	-1
O=C(NCc1cccnc1)c1ccc(Cn2cc(C(F)(F)F)ccc2=O)cc1	1	-2	-1	1	6	7	-2	-4	-5
CCN1CCCC1CNc1ncnc2c1[nH]c1ccc(Cl)cc12 (centres undefined)	0	-8	9	-2	2	2	5	3	24
CCC1=Nc2ccccc2NC2=C1C(=O)CCC2	16	21	8	-6	6	3	10	4	31
CC/C(=N\NC(=O)c1nnn(-c2nonc2N)c1CN(C)c1ccccc1)c1ccccc1	4	5	8	-2	3	-1	-2	-3	6
Cc1ccc(Cn2nnc3c(=O)n(CC(=O)NCc4ccccc4)cnc32)cc1	2	-4	5	0	3	0	3	1	-4
Cc1onc(-c2c(Cl)cccc2Cl)c1C(=O)N1CCN(c2ccccc2F)CC1	2	-3	1	3	0	-2	4	-1	12
CCCCCCN1C=CC(=C2C(=O)c3ccccc3C2=O)C=C1	2	-2	-10	0	2	0	-3	8	0
Nc1cc(=O)[nH]c(SCC(=O)Nc2cccc(S(=O)(=O)N3CCCCCC3)c2)n1	-3	·	·	6	8	4	4	·	0
COc1cc(NC(=O)c2ccc(Br)cc2)c(OC)cc1NC(=O)c1ccccc1	6	1	1	2	3	5	-2	-2	0
CC1(C)CC(=O)C(C=NCCN2CCOCC2)=C(O)C1	-1	-2	-5	-2	4	14	-2	-1	13
COc1ccccc1/C=N/NC(=O)c1ccccc1NS(=O)(=O)c1ccc(C)cc1	20	-21	2	-1	7	9	5	0	11
COc1cccc(/C=C/C(=O)c2cccc([N+](=O)[O-])c2)c1OC	5	3	6	4	-3	-1	3	2	-14
O=C(Cc1ccc(N2CCNC2=O)cc1)N1CCCC(Nc2cccc(F)c2)C1 (centres undefined)	6	-1	0	-11	1	6	-5	-1	1
O=C(NS(=O)(=O)c1ccc(Cl)cc1)c1ccccc1	1	5	-3	2	3	0	14	6	-5
O=C(NCC1CCCCC1)c1ccc(=O)[nH]c1	1	5	5	-4	-1	-4	-11	3	4
C=C(C)Cn1c(C)cc(C)c(S(=O)(=O)c2ccccc2C)c1=O	0	-7	-1	-1	3	16	5	2	-3
Cc1ccc(C)c(NC(=O)c2cnccn2)c1	4	-2	-1	1	2	-1	0	-1	-7
SMILES	pPAFAH FP inh	GSTO1 inh	LYPLA2 inh	PAD4 inh	PAFAH1B2 FP inh	PAFAH1B3 inh	PAFAH2 FP inh	LYPLA1 inh	PREPL inh
CCOc1cc(C(=O)Nc2cccnc2)cc(OCC)c1OCC	2	2	-1	0	2	14	-5	1	3
O=C(CSc1ccc2c(c1)OCCO2)Nc1cccnc1	1	3	-3	5	3	2	0	1	-9
O=C(NCCNc1ccc([N+](=O)[O-])cc1)c1cccc2c(Br)cccc12	-1	2	-8	4	-3	-3	3	-6	2
O=C(CN1CCN(S(=O)(=O)c2ccc(F)cc2)CC1)Nc1ccc2c(c1)OCCO2	-3	6	-3	-6	1	3	-6	-1	9
CC(=O)C1C(=O)CC(c2ccc(Cl)cc2)CC1=O (centres undefined)	4	4	4	-1	11	5	1	1	5
C=CCn1c(SCC(=O)Nc2sccc2C#N)nc2sc(C)c(C)c2c1=O	-6	-5	-7	4	-8	-3	-3	-3	-4
CCCC(=O)Nc1ccccc1-c1nnn(CC(=O)Nc2ccc(OCC)cc2)n1	0	2	-12	5	-3	-3	-2	-7	-9
CN(C)S(=O)(=O)c1ccc(N2CCOCC2)nc1	-7	1	-2	-6	2	-2	8	-3	20
Cn1cc([N+](=O)[O-])c(C(=O)N/N=C/c2ccc3c(c2)OCO3)n1	1	11	-5	-5	3	-5	1	-4	-3
Cc1cccc(C)c1NC(=O)CSc1nnc(C)n1CC1CCCO1 (centres undefined)	-3	3	-4	-4	2	4	-4	-1	-3
COC(=O)CN1C(=O)S/C(=C/c2ccc(N3CCCCC3)o2)C1=O	0	-69	-78	2	-60	-100	-126	-37	-13
COc1ccccc1C(=O)Nc1ccc(OCc2nnc3c4ccccc4c(C)nn23)cc1	0	-10	21	-2	1	-8	4	-6	-10
COc1ccc(NS(=O)(=O)c2ccc(C)c(C(=O)N(C)Cc3ccc(C)cc3)c2)cc1	28*	3	4	3	-1	9	7	4	8
COc1cccc(C(=O)Nc2sc(C(C)C)cc2C(N)=O)c1OC	-4	-14	-3	0	1	1	-4	-2	12
COC(=O)[C@@]1(Cc2ccc(OC)cc2)[C@H]2c3cc(C(=O)N4CCCC4)n(CCSCCO)c3C[C@H]2CN1C(=O)c1ccccc1	2	-1	0	-8	·	·	·	2	19
Cc1c(C(=O)NNC(=O)c2ccncc2)oc2ccc(Br)cc12	7	7	-3	2	1	-4	0	0	-16
COc1cnc(SCCC(F)=C(F)F)[nH]c1=O	-4	-2	-10	0	7	11	9	-2	-7
COc1ccc(-n2nc(C(=O)NCC(=O)N3CCN(c4ccccc4)CC3)c3ccccc3c2=O)cc1OC	5	9	18	4	1	-4	-4	-1	36
Cc1ccccc1Nc1nc(Nc2ccccc2C)nc(SC2=NCCS2)n1	-1	-9	-8	4	-1	-9	-4	-6	-1
O=S(=O)(Nc1ccc(-c2nc3cccnc3s2)cc1)c1ccccc1F	10	9	1	-6	-1	-1	4	-2	-5
CCOC(=O)c1c(NC(=O)c2cccs2)sc2c1CCN(C(=O)OCC)C2	0	-7	-5	0	-3	1	-5	13	8
Cc1ccc(C)n1-c1sc2c(c1C#N)CCCC2	2	0	0	0	-8	5	-1	-2	-2
Cc1cccc(N(C)S(=O)(=O)c2ccc3c(c2)CCC(=O)N3)c1	3	2	-8	-3	4	9	5	0	12
CCN(CC)CCSc1nc(O)c(-c2ccccc2)c(=O)[nH]1	4	11	7	-2	0	1	-6	-4	5
Cc1ccc(S(=O)(=O)NCC(=O)OC(C)C(=O)Nc2ncc(Cl)cc2Cl)cc1 (centres undefined)	7	-1	-3	-4	-3	-2	0	-1	5
SMILES	pPAFAH FP inh	GSTO1 inh	LYPLA2 inh	PAD4 inh	PAFAH1B2 FP inh	PAFAH1B3 inh	PAFAH2 FP inh	LYPLA1 inh	PREPL inh
O=C(COc1cccc(F)c1)Nc1nc(-c2cccnc2)cs1	2	·	-1	-4	0	-9	7	0	23
CCOc1ccc(N(CC(=O)O)S(=O)(=O)c2ccc(F)cc2)cc1	0	4	-2	-1	2	-4	-11	-2	2
O=C(OCCN1CCCCC1)c1c[nH]c2ccccc12	4	4	-2	-3	3	-3	5	-2	-8
CCN1C(=O)C(=O)N(CC(=O)Nc2ccccc2Oc2ccccc2)C1=O	2	3	-1	-3	-1	3	2	-4	-1
COc1cc(C2C(C#N)=C(N)Oc3n[nH]c(-c4cccs4)c32)cc(OC)c1O (centres undefined)	6	35*	1	10	4	6	7	0	0
O=c1[nH]c(COc2ccc(Cl)cc2Cl)nc2ccccc12	-2	5	5	2	6	-4	3	0	-10

A portion of the library, so the mix of outcomes need not match the whole.
